Rin1 Abl inh = blocks binding of human Rin1 to Abl; P00519+Q13671; TR-FRET Rin1/Abl binding, biochemical; inhibition, % at 7.35 µM; 360,000 tested, 0.4% active; AID 588664; in the data active = inhibition above about 5%, passing the limit was not always enough
CSN inh = CSN deneddylation inhibition; Purified CSN, SCF-Nedd8-OG deneddylation, fluorescence polarization; Q92905; inhibition, % at 12.5 µM; 360,000 tested, 0.38% active;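 active = pattern-corrected inhibition above about 35%, with an unprinted fluorescence ratio check between 0.5 and 1.5, limit read from the data, passing the limit was not always enough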;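 also: 0% = enzyme with substrate and 100% = substrate without enzyme; some results filed as inactive read as strong as hits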
Target sequence (Q92905 whole entry, looked up, one chain of several): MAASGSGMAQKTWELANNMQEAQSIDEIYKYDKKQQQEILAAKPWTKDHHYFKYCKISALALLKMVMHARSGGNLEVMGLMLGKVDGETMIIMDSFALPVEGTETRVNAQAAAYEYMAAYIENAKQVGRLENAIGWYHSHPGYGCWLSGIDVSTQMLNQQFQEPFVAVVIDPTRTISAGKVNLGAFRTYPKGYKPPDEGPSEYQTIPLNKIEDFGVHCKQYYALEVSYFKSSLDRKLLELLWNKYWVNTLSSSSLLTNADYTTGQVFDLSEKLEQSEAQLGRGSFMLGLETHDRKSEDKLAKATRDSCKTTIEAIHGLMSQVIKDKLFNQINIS
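Test system: purified human Csn5 enzyme expressed in HEK293T cells. Amount: 0.24 nM enzyme. Reagent: SCFSkp2-Nedd8OG substrate at 10 nM final. Schedule: 90 min incubation of compound, enzyme and substrate at room temperature. Detection: fluorescence polarization. Read-out: % inhibition of substrate cleavage by Csn5.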
bovine MsrA act = bovine methionine sulfoxide reductase A activation. purified bovine MsrA, absorbance read-out. activation, % at 10.6 µM. 360,000 tested, 0.3% active. AID 602163; in the data active = activation above about 7.5%;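 also: 0% = vehicle and 100% = reference activator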
Rpn11 block = blocks the human proteasome subunit Rpn11 | O00487 | human 26S proteasome, Ub4-pepOG fluorescence polarization; 20S core pre-blocked with epoxomicin | calls only at 20 µM | 360,000 tested, 0.59% active | AID 588493;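 active = inhibition at 20 µM, scaled to each plate's controls, above about 33%, limit read from the data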
Target sequence (O00487 whole entry, looked up): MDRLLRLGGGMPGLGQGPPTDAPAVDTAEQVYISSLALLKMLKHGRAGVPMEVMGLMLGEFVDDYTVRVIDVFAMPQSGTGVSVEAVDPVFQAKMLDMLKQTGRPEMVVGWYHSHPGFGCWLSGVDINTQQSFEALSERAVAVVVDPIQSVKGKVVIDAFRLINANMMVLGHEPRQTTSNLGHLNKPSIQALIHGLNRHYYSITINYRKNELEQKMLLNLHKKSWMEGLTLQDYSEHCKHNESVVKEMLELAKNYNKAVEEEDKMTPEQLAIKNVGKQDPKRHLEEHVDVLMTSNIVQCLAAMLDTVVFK
eLon inh = inhibitors of E. coli Lon protease; P0A9M0; purified E. coli Lon protease, fluorescence polarization; inhibition, % at 7.94 µM; 360,000 tested, 0.42% active; AID 602123; in the data active = inhibition above about 13%, passing the limit was not always enough;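 also: 0% = enzyme with probe and DMSO and 100% = no enzyme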
MT1-MMP act inh = MT1-MMP (human) activation inhibition; P50281; HT1080 RFP-PRO-GFP cells, GFP/RFP ratio fluorescence, overnight; percent of plate control window, DMSO zero; GFP/RFP ratio change, % at 20 µM; 360,000 tested, 0.061% active;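 active = GFP/RFP ratio change of at least 30% with cell ATP level not reduced by more than half and red fluorescence within 50% of control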; also: strong numbers were not always called active
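system = RFP-PRO-GFP reporter HT1080 cells | dosing = 20 µM single dose, 1% DMSO | timing = overnight cell settling, then overnight compound exposure, 37 °C, 5% CO2 | read-out basis = GFP/RFP fluorescence ratio | controls = DMSO and RFP-L50D-GFP cell wells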
MsrA inhibitor = inhibits bovine methionine sulfoxide reductase A | inhibition, % at 15.5 µM | 360,000 tested, 0.75% active | AID 651718 | purified bovine MsrA, absorbance read-out; in the data active = inhibition above about 4.5%;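 also: 0% = vehicle wells with enzyme and 100% = reference inhibitor wells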
FAS-TE inh = FAS thioesterase (human) inhibition; recombinant FAS-TE, OMFH fluorogenic substrate, fluorescence endpoint; 360,000 tested, 0.67% active; inhibition, % at 15 µM; P49327;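 active = compounds whose normalised, plate-corrected inhibition of enzyme fluorescence in the single-dose primary screen is 50% or more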;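 also: 0% = DMSO with enzyme and 100% = substrate without enzyme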
MLLE-PAM2 inh = inhibitors of microRNA-mediated deadenylation, human PABP1 MLLE binding; inhibition, % at 20 µM; GST-MLLE / FITC-PAM2 fluorescence polarization; P11940; 360,000 tested, 0.36% active; in the data active = inhibition above about 35%, passing the limit was not always enough;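 also: plate controls were DMSO wells with GST-MLLE for no effect and wells lacking GST-MLLE protein for full effect; some results filed as inactive read as strong as hits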
Active calls of the source: *; i = inactive; nt = not tested or not shown; + = active, no number.

SMILES	Rin1 Abl inh	CSN inh	bovine MsrA act	Rpn11 block	eLon inh	MT1-MMP act inh	MsrA inhibitor	FAS-TE inh	MLLE-PAM2 inh
O=C(Nc1ccccc1C(=O)NC(Cc1ccccc1)C(=O)O)c1ccco1 (stereo not given)	0	3	1	i	-9	0	-0.9	-6	6
CCn1c2ccccc2c2cc(NC(=O)c3ccc(C)c([N+](=O)[O-])c3)ccc21	0	2	-4	i	-19	1	-0.8	52*	1
Cc1noc(C)c1CSCC(=O)Nc1cc(S(=O)(=O)N2CCOCC2)ccc1OCC(F)(F)F	2	-1	-1	i	-8	2	-0.3	-6	-4
O=C(NCc1cccc(Cl)c1)C1CCC(=O)N(CCN2CCOCC2)C1 (stereo not given)	0	2	-6	i	13	-14	-0.2	-3	7
CC(=O)N(Cc1ccco1)c1nc(C(=O)Nc2ccc(Cl)cc2)c(C)s1	0	5	-6	i	-16	0	-0.3	28	17
Cc1sc2nc(-c3ccc(Br)cc3)oc(=O)c2c1C	3	6	-4	i	6	0	nt	8	20
O=C(OCC(=O)N(C1CCCCC1)C1CCCCC1)c1ccc(Cl)nc1	1	-1	-8	i	-2	-1	-0.9	22	8
CN(C)CCn1c2c(c(SCC(=O)NCc3ccccc3)nc1=O)CCCC2	3	-4	-2	i	-4	1	0.8	-5	0
CCCCCC(=O)NC(=S)Nc1ccc(N2CCOCC2)cc1	3	-4	-3	i	-2	2	1.6	6	16
CCc1cccc2c(C(=O)COC(=O)c3ccccc3)c[nH]c12	-3	5	2	i	-12	-1	0.4	11	-5
O=C(O)C1(Nc2ccccc2)CCCC1	2	-1	-4	i	5	-3	0.7	-11	11
CCC[C@@H]1CCCO[C@@](C(=O)NCc2ccccn2)(C(F)(F)F)C1	-1	-1	-1	i	1	4	-0.1	-6	4
C#CCOCCOCCOCCNc1nc(N2CCN(C(=O)C([C@@H](C)O)n3cc([C@@H](N)CCCCN)nn3)CC2)nc(N2CCN(C(=O)[C@H](CCCCN)n3cc([C@@H](N)CC(N)=O)nn3)CC2)n1 (stereo not given in full)	0	3	7	i	-9	-2	-0.3	-10	-4
NC(=O)c1sc2cc(C(F)(F)F)cnc2c1-c1cccs1	-4	2	-5	i	3	4	-0.1	-1	4
COc1ccc(N=CC2=C(O)CC(C)(C)CC2=O)cc1	1	137	3	i	-5	0	3.6	0	4
O=C(NCCCNCc1ccccc1)c1ccc(/C=N/O)nc1	2	-10	8	i	-1	2	-0.3	-12	3
Cn1nc(C(C)(C)C)cc1C(=O)O	1	3	-4	i	-11	1	0.9	-3	8
O=C(Nc1ccc(Cl)cc1C(=O)NCc1cccnc1)c1ccco1	2	3	-3	i	-3	2	-0.4	-4	-1
N#C/C(=N/Nc1ccccc1F)C(=N)N1CCOCC1	-1	4	-3	i	-1	4	2.8	-6	-5
COC(=O)Cc1c(C)c2ccc(OCC(=O)N3CCCC3)c(C)c2oc1=O	-2	5	-4	i	-7	7	1.9	-5	-1
CCNC(=O)C1(C)CCN(C(=O)c2ccc(OC)c(OC)c2)C1 (stereo not given)	2	2	1	i	-4	3	0.0	-5	1
O=C(CCCn1c(=S)[nH]c2ccsc2c1=O)NCCc1ccccc1	2	-3	-4	i	-11	2	0.6	0	-2
COc1ccc(OC)c(NC(=O)c2ccno2)c1	0	4	-1	i	3	-1	0.0	0	5
CCCc1cc(NCCCn2ccnc2)n2nc(C)c(-c3ccccc3)c2n1	4	-1	-4	i	2	3	0.0	1	2
CCCNC(=O)C1(C)CCN(Cc2ccc(-n3ccnc3)cc2)C1 (stereo not given)	1	2	-5	i	4	1	1.2	-6	-3
COc1ccc(-n2nc(C(=O)NCC(=O)NC3CCCC(C)C3C)c3ccccc3c2=O)c(OC)c1 (stereo not given)	1	4	-2	i	-6	-1	-0.5	0	3
O=C(C1=C(O)C(=O)N(Cc2ccco2)C1c1cccc(Cl)c1)c1ccco1 (stereo not given)	-3	-6	-9	i	-13	-5	1.4	-3	1
CCC(C)NCCOc1ccc(C(C)(C)c2ccccc2)cc1 (stereo not given)	0	1	1	i	-6	-10	-0.1	2	2
CCCCN(C(=O)CNC(=O)c1cccs1)C(C(=O)NC1CCCC1)c1ccncc1 (stereo not given)	-1	1	-2	i	-1	-1	0.1	-9	-5
Cc1ccc(Cn2ccc(O)c(Cc3ccccc3)c2=O)cc1	2	0	-6	i	3	0	-0.7	-3	2
COc1ccc(-c2cc(C(=O)N3CCCCC3)no2)cc1OC	-2	1	-1	i	-5	4	1.1	-1	-1
Cc1cccc(CCNC(=O)c2cccc(N3CCCC3=O)c2)c1	1	0	-10	i	2	-4	1.3	-5	18
COc1ccccc1/C=N/N(C(C)=O)c1nc(-c2ccc(F)cc2)cs1	-1	-5	-1	i	13	-3	-0.1	8	9
CC(=O)Nc1ccc(S(=O)(=O)Nc2nc(CN3CCOCC3)nc3sc4c(c23)CCCC4)cc1	2	6	1	i	-7	3	0.1	2	-21
COc1ccc(CC(=O)N[C@@H]2c3ccccc3CC[C@@H]2OCc2ccccc2)cc1	-1	-3	-8	i	-2	-5	1.0	9	0
O=C(NNc1c2ccccc2nc2ccccc12)C12CC3CC(CC(C3)C1)C2	-1	1	-1	i	11	3	-0.3	-2	-11

Limited to Rpn11 block and Rin1 Abl inh, for 5 of the compounds above:
Structure	Rpn11 block	Rin1 Abl inh
Cc1noc(C)c1CSCC(=O)Nc1cc(S(=O)(=O)N2CCOCC2)ccc1OCC(F)(F)F	i	2
Cc1ccc(Cn2ccc(O)c(Cc3ccccc3)c2=O)cc1	i	2
CCc1cccc2c(C(=O)COC(=O)c3ccccc3)c[nH]c12	i	-3
O=C(NNc1c2ccccc2nc2ccccc12)C12CC3CC(CC(C3)C1)C2	i	-1
CCCCN(C(=O)CNC(=O)c1cccs1)C(C(=O)NC1CCCC1)c1ccncc1 (stereo not given)	i	-1

Later entries.
SMILES	Rin1 Abl inh	CSN inh	bovine MsrA act	Rpn11 block	eLon inh	MT1-MMP act inh	MsrA inhibitor	FAS-TE inh	MLLE-PAM2 inh
C=CCC[C@@H](Cc1ccc(F)cc1)C(=O)OC[C@H](C)NC(=O)[C@@H](CC=C)CC(=O)N[C@@H](CO)Cc1ccccc1	3	-1	-14	i	2	0	1.1	-1	0
COC(=O)C(Cc1ccccc1)NC(=O)c1ccc(NS(=O)(=O)c2ccc3[nH]c(=O)[nH]c3c2)cc1 (stereo not given)	1	3	-1	i	8	2	-1.4	-3	6
CC1=NNC(=O)c2ccccc2O1	3	-5	-3	i	9	1	0.5	-5	4
CCOC(=O)c1c(C)[nH]c(C(=O)N/N=C\c2ccccc2Cl)c1C	-3	-12	2	i	-1	-1	1.3	-5	14
c1ccc(-c2nn[nH]n2)cc1	-2	-2	-2	i	-4	2	0.0	-4	-8
O=C(CCn1c(=O)oc2ccc(Cl)cc21)N1CCN(c2ccccc2)CC1	-1	0	-11	i	-5	-1	-0.6	12	-3
Oc1ccc(Cl)cc1C1=NNC(c2cccs2)C1 (stereo not given)	1	5	-6	i	-12	-17	1.3	10	-22
CSCCC(NC(=O)c1ccc(Cl)cc1Cl)C(=O)NCC(c1cccs1)N(C)C (stereo not given)	3	-3	-3	i	5	1	-1.0	15	9
CC(C(=O)NCc1ccco1)n1ccc2cc(S(=O)(=O)N3CCCCC3)ccc21 (stereo not given)	3	5	-6	i	-6	2	-0.2	7	-7
Cc1ccc(C(C(=O)NCC2CCCO2)N(C(=O)c2snc(C(N)=O)c2N)c2ccc(C)c(C)c2)o1 (stereo not given)	-2	0	0	i	-5	-5	1.9	2	7
Cc1ccc(Nc2cc(C)nc3nc(C)nn23)cc1	5	-2	-6	i	0	0	1.1	-7	-4
Cc1ccc(C(=O)Cc2cc3ccccc3oc2=O)c(C)c1	1	-3	-2	i	-5	2	-0.1	3	18
O=C(CSc1nnc(N2CCOCC2)n1-c1cccc(F)c1)N1CCN(c2ccccn2)CC1	1	5	-2	i	-10	-3	-0.4	-5	12
O=c1cc(Cn2ccnc2)c2cc(O)ccc2o1	1	-1	-1	i	-2	-4	-0.1	-3	5
CCCCCCCCCCOC(=O)Cn1c(COc2cccc(OC)c2)[n+](C)c2ccccc21	-2	1	0	+	5	-7	nt	-73	-5
O=S(=O)(Nc1ccc2cn[nH]c2c1)c1ccc(Cl)cc1	4	-2	-1	i	5	-3	nt	-4	-4
COc1ccc(NC(=O)COc2ccc(/C=C/c3cc[n+](C)cc3)cc2OC)cc1	-5	0	-3	i	2	0	0.9	-6	-112
CCC(OC(=O)c1cccs1)C(=O)NCc1ccc(C)cc1 (stereo not given)	-1	-6	1	i	0	-5	-1.2	1	10
O=C(COC(=O)C1CCN(S(=O)(=O)c2ccc3c(c2)OCCO3)CC1)Nc1cc(C(F)(F)F)ccc1Cl	1	-9	-5	i	-14	6	-0.8	10	7
O=C(CSc1ccccc1)NC1CCCCCCC1	1	-2	-8	i	6	-1	-0.6	3	11
O=C(CSc1nc2ccccc2s1)N1N=C(c2cccs2)CC1c1ccc(F)cc1 (stereo not given)	-1	-3	-2	i	-10	-5	1.5	27	-1
COc1ccc(CCNC(=O)CN2C(=O)CCSc3ccccc32)c(OC)c1	3	0	-4	i	4	-3	-0.7	-3	2
CC/C(=N\NC(=S)Nc1ccc(OC)cc1)c1ccc(OC(F)F)cc1	1	-4	3	i	-8	0	-0.8	39	22
O=C(Nc1c(Cl)ccc2nsnc12)c1cccnc1	-1	-2	-2	i	0	-2	1.6	-11	-1
Cc1cc(C)c2nc(N3CCCC3)c(C#N)cc2c1	0	-1	-10	i	-7	-8	0.3	-6	-5
COc1ccc(CCC(=O)N(C)CC(=O)Nc2ccc(Cl)c(C(F)(F)F)c2)cc1	1	0	-1	i	-1	-1	-1.6	29	0
CC(=O)Nc1cccc(NC(=S)Nc2ccc(F)cc2F)c1	-1	-8	-2	i	-10	1	-1.5	-4	18
COc1ccc(/C=N/Nc2nc(Nc3ccccc3)nc(N3CCCCC3)n2)c(OC)c1	-3	-9	-2	i	-9	2	0.7	50*	4
O=C(CN1C(=O)NC2(CCOc3ccccc32)C1=O)c1ccc[nH]1 (stereo not given)	1	5	0	i	-6	-3	-0.5	-4	-13
O=C(OCCOc1ccc(Cl)cc1)c1cc(S(=O)(=O)N2CCCCC2)ccc1N1CCOCC1	-1	-4	0	i	3	-8	-1.3	30	6
Cc1cc(Br)cc(/C=N/NC(=O)c2ccc3c(c2)OCO3)c1O	-2	11	-1	i	2	-4	1.2	10	-9
CSc1cccc(CN2CCN(CCC(C)C)C(CCO)C2)c1 (stereo not given)	-4	0	-1	i	-3	1	-0.1	-1	6
Cc1ccc([C@H]2N[C@]3(CCCN(Cc4ccc(C(F)(F)F)cc4)C3=O)[C@H]3C(=O)N(C)C(=O)[C@@H]23)cc1	-1	3	-2	i	11	-4	-0.4	-4	-3
CCOC(=O)C1(Cc2cccc(OC)c2)CCN(Cc2cccn2-c2nccs2)CC1	0	-6	-3	i	-2	-8	-0.4	8	-3
CCC(Sc1nc2ncccc2[nH]1)C(=O)NC1CCCC1 (stereo not given)	2	-3	-1	i	3	2	1.2	2	-26
CC(=O)Nc1ccc(C(=O)n2nc(C)cc2C)cc1	2	-6	-11	i	4	7	0.7	-4	9

Outcome played no part in choosing rows. About 3.7% of those tested had a hit in this group.
